Growth percent in the NCI-60 one-dose screen (48 h, 10 µM unless noted): 100 = growth as untreated, 0 = no growth, -100 = all killed.
NCI-H226: NCI-H226 lung cancer; AID 1794732; 79,000 tested, 3.5% active
NCI-H522: NCI-H522 lung cancer. 78,000 tested, 8% active. AID 1794739
NCI-H23: NCI-H23 lung cancer | AID 1794731 | 80,000 tested, 4% active
IGROV1: IGROV1 ovarian cancer; 79,000 tested, 4.7% active
KM12: KM12 colon cancer cells | 82,000 tested, 5% active | AID 1794800
NCI/ADR-RES: NCI/ADR-RES ovarian cells. 81,000 tested, 4.4% active. AID 1794790
NCI-H460: NCI-H460 lung cancer; 82,000 tested, 6.8% active
NCI-H322M: NCI-H322M lung cancer; 80,000 tested, 2.7% active; AID 1794733
COLO 205: COLO 205 colon cancer; 79,000 tested, 7.3% active
An asterisk follows results filed as active; nt = no result given; & = joins results of further samples; [ ] = dose if it differs, or a comment. The calls were made as follows: active = growth percent below 10; inactive = the rest. Outcome played no part in choosing rows, and some 12% of all compounds hit somewhere here.

SMILES	NCI-H226	NCI-H522	NCI-H23	IGROV1	KM12	NCI/ADR-RES	NCI-H460	NCI-H322M	COLO 205
O=c1c2c3c(sc2n2c(=S)[nH]nc2n1Cc1ccccc1)CCCC3	89	97	104	nt	112	94	102	105	100
O=C(Nc1ccc(Br)cc1)N1CCN(C(=O)Nc2ccc(Br)cc2)CC1	97	83	103	105	104	106	108	95	102
O=C(Nc1cccc(-c2nc3ccccc3c(=O)[nH]2)c1)c1ccc(Br)cc1	84	85	83	86	90	99	90	93	105
COc1ccc(/C=N/n2cnc3c(c(C)nn3-c3ccccc3)c2=N)cc1	85	91	99	100	101	94	101	94	114
COc1ccc(-c2cc3ccccc3[nH]2)cc1	92	90	95	97	99	91	105	105	108
O=C1C2(Cl)C(Cl)=C(Cl)C1(Cl)C1(Cl)C(Cl)=C(Cl)C(=O)C21Cl (stereo not drawn)	89	103	111	121	116	116	108	115	124
COc1cc2c3c(n(C)c2cc1OC)C(=O)c1cccn1-3	90	88	93	101	85	85	50	94	87
CCc1nc2c([nH]1)c(=O)n(C)c(=O)n2C	104	113	101	nt	103	104	nt	nt	113
C=CCN(CC=C)C(=O)[C@H](CC)[C@@H]1CC[C@@H](C)[C@@H]([C@H](C)[C@@H](O)[C@@H](C)C(=O)[C@H](CC)C2O[C@]3(C=CC(=O)[C@]4(CC[C@@](C)([C@H]5CC[C@](O)(CC)[C@H](C)O5)O4)O3)[C@H](C)C[C@@H]2C)O1 (stereo partly drawn)	14	12	19	44	49	17	15	nt	1.2*
C=CCON(C)c1ccccc1	96	nt	106	91	101	104	104	90	111
NS(=O)(=O)c1ccccc1NC(=O)Nc1nc2ccccc2s1	92	92	91	89	104	100	103	98	109
NC1(C(=O)O)CCc2ccccc21 (stereo not drawn)	105	96	102	104	103	106	109	104	96
COc1cc(/C=C\c2c(-c3ccc(F)cc3)nc3sc(C)cn23)cc(OC)c1OC	82	57	58	66	75	81	101	84	118
O=c1[nH]c2cn(-c3ccccc3)nc2c(=O)n1O	85	97	105	103	97	106	nt	89	97
Cc1cc(=O)nc2sccn12	94	132	97	59	106	87	111	101	124
Cc1sc2nc3nc(CC(=O)Nc4ccccc4)[nH]n3c(=O)c2c1C	85	98	98	99	105	110	117	93	129
COc1ccc2nc(-c3ccc(OC)c(OC)c3)cc(-c3nnc(SC/C(=N/O)c4ccccc4)o3)c2c1	93	75	97	101	100	93	90	86	89
CCCC[N+]1(C)CCN=C1Cc1ccccc1 (stereo not drawn)	98	89	101	106	118	107	110	100	111
CC(Sc1nc2ccccc2c(=O)n1CCc1ccc(S(N)(=O)=O)cc1)C(=O)c1ccccc1 (stereo not drawn)	91	77	101	112	71	75	91	103	101
CCCCC1Nc2nc(SC)n(C)c(=O)c2CN(Cc2ccccc2)C1=O (stereo not drawn)	85	76	98	106	105	90	104	91	112
CC1(N=Cc2cc(Cl)ccc2O)COP(=O)(Nc2ccccc2)OC1 (stereo not drawn)	91	84	100	96	96	94	99	87	90
O=C1[C@@H]2Cc3c([nH]c4ccccc34)[C@@H](c3ccc(Cl)cc3)N2C(=O)CN1C1CCN(Cc2c(F)cccc2F)CC1	61	37	49	26	35	42	23	66	7.2*
COc1cc2nc3cc([N+](=O)[O-])ccc3c(NCCNCC(C)O)c2cc1OC (stereo not drawn)	-11*	-27*	-28*	-16*	-12*	75	-40*	-12*	-77*
CN(C)c1ccc(-c2c(C#N)c(=O)nc3n2CC(=O)S3)cc1	98	110	93	107	108	95	116	107	119
CC(C)[C@@H](C)/C=C/[C@@H](C)[C@H]1CC[C@H]2C3=CC[C@H]4C[C@@H](O)CC[C@]4(C)[C@H]3CC[C@]12C	96	72	92	109	102	98	106	96	101
COc1cc2c(c(OC)c1OC)C1(NCC2)C(=O)Nc2c(Br)cc(Br)cc21 (stereo not drawn)	95	85	95	75	102	103	100	94	111
N/C(=N\OC(=O)CSc1nc2ccccc2s1)c1ccc(Cl)cc1	98	95	98	89	101	101	108	101	106
CC(=O)c1ccc(CCCc2ccc(C(C)=O)cc2)cc1	96	nt	97	119	100	106	102	114	97
N=C(Cc1nc(-c2ccc(Cl)cc2)cs1)Sc1ccccc1N	82	96	81	75	92	89	98	94	102
COc1cc(-c2cnc3nonc3n2)ccc1O	102	72	91	108	87	92	100	107	117
CCSc1ccc(C)cc1	104	nt	113	111	112	107	123	118	105
CCOC(=O)c1ccc2c(c1)ncn2-c1cccc(O)c1	99	90	98	99	77	88	103	104	110
O=C1c2ccccc2C(=O)N1c1ccccc1	101	91	106	105	107	105	104	99	106
CCC(=O)c1c2c(c3ccc4c5ccccc5ccc4n13)C(=O)c1ccccc1C2=O	46	87	45	76	69	91	6.7*	59	76
COCCn1cc(-c2csc(-c3c[nH]c4ccc(Br)cc34)n2)c2cccnc21	58	-28*	32	42	13	11	21	59	25
NC(CO)Cc1cnc[nH]1 (stereo not drawn)	104	69	97	119	107	112	122	115	112
CC(C)OC(=O)[C@H](C)N[P@@](=O)(OC[C@@]1(C)O[C@@H](n2ccc(N)nc2=O)C[C@@H]1O[P@](=O)(N[C@@H](C)C(=O)OC(C)C)Oc1ccccc1)Oc1ccccc1	94	78	104	103	100	106	104	104	nt
C=C(C)[C@@H]1CC[C@]2(C(=O)O)CC[C@]3(C)[C@H](CC[C@@H]4[C@@]5(C)C[C@@H](CC#Cc6ccc([N+](=O)[O-])cc6)[C@H](O)C(C)(C)[C@@H]5CC[C@]43C)[C@@H]12	51	22	38	59	34	56	21	38	47
CC/C(=C(/c1ccc(OCCN(C)C)cc1)c1ccc(OC(=O)CCCCCCCCC(=O)c2c(C)[nH]c(/C=C3\N=C(c4ccc[nH]4)C=C3OC)c2C)cc1)c1ccccc1	53	55	88	90	nt	92	47	77	88
Cc1nn(-c2ccccc2)c(/N=C/N(C)C)c1/C=C/C(=O)c1ccc(Cl)cc1	98	78	97	81	101	87	103	101	110
CCCCNC(=O)OCC	95	102	103	109	114	111	101	101	108
CCOC(=O)CCCCCCCCC(C)Br (stereo not drawn)	98	81	105	99	105	108	103	97	98
COc1ccc(C(=O)N2CCN(C(=O)c3cc(OC)c(OC)c(OC)c3)CC2)cc1OCCCN1C(=O)c2cccc3cccc(c23)C1=O	93	80	110	92	105	100	112	118	116
CC#CC(=O)O	100	106	104	112	101	99	109	103	101
CCn1c(SCC(=O)Nc2cccc(C(=O)/C=C/c3ccc(Br)cc3)c2)nc2ccccc2c1=O	89	84	83	87	97	90	99	94	112
Cc1cc2nc3c4ccc(Br)cc4n(CCN(C)C)c3nc2cc1C	1.6*	-1.2*	15	4.8*	24	17	2.5*	19	-8.0*
C=CCn1cc(C2C(Cl)C(=O)N2c2ccc(N3CCOCC3=O)cc2)c2ccccc21 (stereo not drawn)	nt	102	102	112	104	102	108	107	112
C#C[C@]1(O)CCC2C3CCC4=C(CCC(=O)C4)C3CC[C@@]21C (stereo partly drawn)	98	102	115	130	nt	110	125	147	125
Cn1c(=O)c2c(nc3n2CCCN3CCc2ccccc2)n(C)c1=O	102	93	110	106	104	107	100	92	105
CC(C)(C)NC(=O)Nc1ncccc1OCc1cccc(Cl)c1	86	66	77	96	89	82	100	96	103
COc1ccc(-n2nc(C(=O)Nc3ccccc3OC)nc2-c2cc(OC)c(OC)c(OC)c2)cc1	75	nt	97	81	88	78	83	80	91
CCCCOc1ccccc1N	114	104	102	93	104	101	111	99	110
CC(C)OC(=O)[C@]12CCC(C)(C)C[C@H]1C1=CC[C@@H]3[C@@]4(C)C/C(=C/c5ccncc5)C(=O)C(C)(C)[C@@H]4CC[C@@]3(C)[C@]1(C)CC2	86	69	79	101	97	70	92	104	132
C[C@@H]1C(=O)[C@@H]2C[C@@H](O)[C@@H](O)C[C@]2(C)[C@H]2CC[C@@]3(C)C(=C12)CC[C@@H]3[C@@](C)(O)[C@H](O)CCC(C)(C)O	100	89	103	113	114	110	105	95	117
CCCCNC(=O)NS(=O)(=O)c1ccc(N2N=C(c3ccc(OC)cc3)CCC2=O)cc1	100	102	nt	nt	100	nt	101	115	115
CCCC(=O)NCCc1ccccc1	96	103	101	106	108	115	102	106	105
Nc1ncc(-c2ccccc2)c2ccncc12	101	104	101	104	115	110	147	135	121
C#Cc1cccc(NC(=O)Nc2cccc(N=C=S)c2)c1	101[8.25 µM]	91[8.25 µM]	99[8.25 µM]	98[8.25 µM]	106[8.25 µM]	106[8.25 µM]	112[8.25 µM]	95[8.25 µM]	130[8.25 µM]
CCCCSc1nc(N/N=C/c2cc(Cl)ccc2O)c(C#N)c(-c2ccc(Cl)cc2)n1	82	32	65	84	80	74	42	88	101
O=C1c2c(c3c4ccccc4[nH]c3c3ccc4ccccc4c23)C(=O)N1CCN1CCCCC1	67	38	31	53	48	41	4.9*	61	47

Three entries out of the list, ordered by formula weight, ascending.
SMILES	NCI-H226	NCI-H522	NCI-H23	IGROV1	KM12	NCI/ADR-RES	NCI-H460	NCI-H322M	COLO 205
C#Cc1cccc(NC(=O)Nc2cccc(N=C=S)c2)c1	101[8.25 µM]	91[8.25 µM]	99[8.25 µM]	98[8.25 µM]	106[8.25 µM]	106[8.25 µM]	112[8.25 µM]	95[8.25 µM]	130[8.25 µM]
C#C[C@]1(O)CCC2C3CCC4=C(CCC(=O)C4)C3CC[C@@]21C (stereo partly drawn)	98	102	115	130	nt	110	125	147	125
O=C1c2c(c3c4ccccc4[nH]c3c3ccc4ccccc4c23)C(=O)N1CCN1CCCCC1	67	38	31	53	48	41	4.9*	61	47

The list goes on.
SMILES	NCI-H226	NCI-H522	NCI-H23	IGROV1	KM12	NCI/ADR-RES	NCI-H460	NCI-H322M	COLO 205
CC(=O)N(O)c1ccc(/C=C/c2ccccc2)cc1	-21*	68	31	-14*	48	23	8.1*	29	47
COc1ccc(-c2nc3cc(C(=O)O)ccc3n2C2CCCCC2)cc1	111	95	92	103	101	107	103	102	106
Cc1ccc(C(N)=O)cc1	103	nt	98	108	110	105	107	103	117
C=CC[N+]1(CC)CCN=C1CCCCCCCCCCCCCCCCC (stereo not drawn)	-50*	-85*	-93*	-86*	-98*	-22*	-100*	28	-100*
C=C(C)[C@@H]1CC[C@]2(C(N)=O)CC[C@]3(C)[C@H](CC[C@@H]4[C@@]5(C)Cc6c([nH]c7ccccc67)C(C)(C)[C@@H]5CC[C@]43C)[C@@H]12	67	28	52	68	70	80	58	75	68
COc1ccc(C2=NN(/C=C3\SC(=S)N(NC(=O)Cc4ccccc4Nc4c(Cl)cccc4Cl)C3=O)C(c3ccc(Cl)cc3)C2)cc1 (stereo not drawn)	97	90	92	99	98	102	100	95	107
Cc1ccccc1SCCc1ccncc1	nt	75	87	98	100	103	96	97	97
COc1cccc(OC)c1/C=C1\C(=N)N=C(SCc2nc3ccccc3[nH]2)NC1=O	94	92	99	110	105	95	102	100	117
CC(=O)OC(C)C[N+](C)(C)C (stereo not drawn)	100	99	121	112	108	124	114	118	104
COc1cccc(Nc2c(Br)cnc3[nH]c4ccc(Br)cc4c23)c1	96	76	99	95	71	106	104	107	127
Clc1ccc2nc(-c3nnc(-c4ccccc4)o3)c(Cl)nc2c1	93	99	97	99	98	102	100	97	105
O=[N+]([O-])c1ccc(Oc2ccc(Cl)cc2)cc1	100	94	97	107	102	100	111	85	103
CCN(CC)CCSCCNc1c(C)cnc2ccc(Cl)cc12	103	67	107	nt	95	89	104	95	59
Nc1nc(I)c2ncn(C3OC(CO)C(O)C3O)c2n1 (stereo not drawn)	92	89	112	121	115	105	110	105	nt
COc1ccc(NCc2cn(-c3ccc(C(F)(F)F)cc3)nc2-c2ccc(C(=O)O)cc2)cc1C(F)(F)F	87	74	85	84	55	77	75	82	103

Quoted from the listing.
COc1ccc(NCc2cn(-c3ccc(C(F)(F)F)cc3)nc2-c2ccc(C(=O)O)cc2)cc1C(F)(F)F in IGROV1 is entered as 84
O=[N+]([O-])c1ccc(Oc2ccc(Cl)cc2)cc1 in COLO 205 is entered as 103
Nc1nc(I)c2ncn(C3OC(CO)C(O)C3O)c2n1 (stereo not drawn) in NCI-H226 is entered as 92
CC(=O)OC(C)C[N+](C)(C)C (stereo not drawn) in NCI-H23 is entered as 121
COc1cccc(OC)c1/C=C1\C(=N)N=C(SCc2nc3ccccc3[nH]2)NC1=O in NCI/ADR-RES is entered as 95
C=C(C)[C@@H]1CC[C@]2(C(N)=O)CC[C@]3(C)[C@H](CC[C@@H]4[C@@]5(C)Cc6c([nH]c7ccccc67)C(C)(C)[C@@H]5CC[C@]43C)[C@@H]12 in KM12 is entered as 70
Clc1ccc2nc(-c3nnc(-c4ccccc4)o3)c(Cl)nc2c1 in NCI-H322M is entered as 97

(cont.)
SMILES	NCI-H226	NCI-H522	NCI-H23	IGROV1	KM12	NCI/ADR-RES	NCI-H460	NCI-H322M	COLO 205
CN(Cc1ccccc1)CC1C2CCC(C2)C1O (stereo not drawn)	109&101	95	111&117	112&132	107&114	113&116	107&115	106&127	109&111
C=CCn1c(SC/C(=N\O)c2ccc(Br)cc2)nnc1-c1c[nH]c2ccccc12	66	82	nt	69	91	93	80	84	92
CCOC(=O)C1=C[C@]2(CC)CCCN3CCc4c(n1c1ccccc41)[C@@H]32	87	107	90	92	95	70	95	90	103
O=C(N/N=C/c1ccc(-c2cccc([N+](=O)[O-])c2)s1)c1[nH]c2ccc(Br)cc2c1-c1ccccc1	95	66	81	102	109	105	85	99	98
O=C(CCc1ccc(O)cc1)c1c(O)cc(O)c([C@@H]2O[C@H](CO)[C@@H](O)[C@H](O)[C@H]2O)c1O	100	93	105	109	108	105	104	105	104
CN(C)c1ccc(/C=C/c2ccnc3ccccc23)cc1N	53	57	49	66	62	68	78	85	63
COc1ccc(CCC2CCCCN2CCc2ccccc2)cc1 (stereo not drawn)	93	70	92	103	107	98	103	105	90
Cc1ccccc1C(=O)N1CCc2cc(-c3nc(NC(=O)Cc4ccc5c(c4)OCO5)sc3C)ccc21	53	70	64	72	82	71	66	88	77
Cc1cc(Nc2ccc(F)cc2)nc(N2CCN(c3ccnc4cc(Cl)ccc34)CC2)n1	57	17	29	32	22	13	12	47	-68*

Bioassay records (PubChem BioAssay)
